Screening results: PubChem, National Center for Advancing Translational Sciences (NCATS)
BAZ2B block = blocks human BAZ2B; Q9UIF8; AlphaScreen BAZ2B-H3K14Ac peptide displacement; Potency, µM (titrated, usually from 114 µM), without a hit: at the top dose activity change, negative = inhibition, hits mostly inhibitors; 4.4% of 360,000 active; note: % is set by controls: 0 for no effect and ±100 for the full control effect; nearly all actives have a fitted effect of over 60% in size
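BAZ2B (50 nM) with biotin-H3(5-23)K14Ac peptide (50 nM) in PBS pH 7.4, 0.01% Tween-20, preformed 30 min, then compound 30 min at room temperature; top concentration 110uM. AlphaScreen streptavidin donor/nickel chelate acceptor beads (10 ug/mL final), 20 min dark, signal read.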
APE1 inh = inhibitors of human APE1 endonuclease. P27695. recombinant APE1, TAMRA/BHQ-2 abasic DNA cleavage fluorescence. Potency, µM (highest dose often 65.8 µM), for the others: at the top dose activity change, negative = inhibition, most hits filed as inhibitors. 0.35% of 350,000 active;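 note: plate controls were vehicle for no effect and reference inhibitor for full effect; nearly all actives have a fitted effect of over 55% in size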
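Quantitative HTS: incision of a TAMRA/BHQ-2 double-stranded substrate bearing a tetrahydrofuran abasic site by 0.75 nM APE1 raises fluorescence. Substrate 50 nM final, added after 15 min compound preincubation at room temperature; progress as third-minus-first kinetic read difference.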
BLM helicase inh = blocks DNA unwinding by human BLM helicase; Potency, µM (highest dose often 56.1 µM), without a hit: top-dose activity change, negative = inhibition, most hits filed as inhibitors; 0.2% of 350,000 active; recombinant BLM DNA unwinding, fluorescence dequenching;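 note: plate controls were vehicle for no effect and no enzyme for full effect; nearly all actives have a fitted effect of over 35% in size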
Target sequence (P54132 whole entry, looked up): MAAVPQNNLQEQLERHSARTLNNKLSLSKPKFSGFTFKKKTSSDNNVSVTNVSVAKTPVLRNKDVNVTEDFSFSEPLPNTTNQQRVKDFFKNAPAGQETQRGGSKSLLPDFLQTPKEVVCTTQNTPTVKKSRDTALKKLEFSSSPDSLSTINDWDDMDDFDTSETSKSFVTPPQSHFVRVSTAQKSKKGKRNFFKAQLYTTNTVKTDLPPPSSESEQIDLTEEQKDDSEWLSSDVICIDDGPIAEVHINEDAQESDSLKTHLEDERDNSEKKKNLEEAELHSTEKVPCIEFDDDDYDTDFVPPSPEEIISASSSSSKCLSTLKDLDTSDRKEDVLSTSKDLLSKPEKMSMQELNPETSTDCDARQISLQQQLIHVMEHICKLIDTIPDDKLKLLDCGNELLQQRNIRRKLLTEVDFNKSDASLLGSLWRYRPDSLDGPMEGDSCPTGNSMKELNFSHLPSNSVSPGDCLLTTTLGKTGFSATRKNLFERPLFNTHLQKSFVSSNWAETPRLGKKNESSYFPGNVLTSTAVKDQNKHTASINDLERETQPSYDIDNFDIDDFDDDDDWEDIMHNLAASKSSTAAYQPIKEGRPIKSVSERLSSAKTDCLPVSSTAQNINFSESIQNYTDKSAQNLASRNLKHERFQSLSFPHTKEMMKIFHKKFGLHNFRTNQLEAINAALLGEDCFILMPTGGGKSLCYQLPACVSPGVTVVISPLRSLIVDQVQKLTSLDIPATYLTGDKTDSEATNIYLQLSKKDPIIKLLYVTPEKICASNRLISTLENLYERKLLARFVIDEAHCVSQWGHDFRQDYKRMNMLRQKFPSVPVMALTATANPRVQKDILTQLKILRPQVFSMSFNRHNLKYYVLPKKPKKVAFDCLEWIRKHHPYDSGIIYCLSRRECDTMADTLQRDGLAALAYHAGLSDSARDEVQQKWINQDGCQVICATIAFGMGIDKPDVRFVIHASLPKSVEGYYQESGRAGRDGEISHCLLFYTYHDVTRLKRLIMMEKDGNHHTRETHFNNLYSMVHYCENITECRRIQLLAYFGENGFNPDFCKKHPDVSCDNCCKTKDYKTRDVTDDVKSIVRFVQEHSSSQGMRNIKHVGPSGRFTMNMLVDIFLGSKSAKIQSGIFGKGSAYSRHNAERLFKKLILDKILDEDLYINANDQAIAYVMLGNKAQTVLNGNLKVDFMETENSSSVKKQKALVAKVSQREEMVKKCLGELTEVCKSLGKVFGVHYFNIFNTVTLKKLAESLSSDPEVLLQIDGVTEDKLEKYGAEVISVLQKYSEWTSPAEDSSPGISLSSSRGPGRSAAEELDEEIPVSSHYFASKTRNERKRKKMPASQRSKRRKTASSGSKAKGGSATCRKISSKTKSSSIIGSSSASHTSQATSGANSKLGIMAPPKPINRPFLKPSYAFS
POLI inh = DNA polymerase iota (human) inhibition; Q9UNA4; AID 588590; Pol iota fluorescent replication assay, 10 min; 1% of 390,000 active; Potency, µM (highest dose often 115 µM), inactives show at the top dose activity, negative = inhibition, usual class: inhibitors
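Pol iota at 10 nM preincubated 15 min with compounds at room temperature; reaction started with fluorescent substrate, 50 nM final. Fluorescence read kinetically at 0 and 10 min; buffer-only wells as negative control.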
POLB inh = DNA polymerase beta (human) inhibition; Pol beta primer extension/strand displacement, fluorescence kinetic; Potency, µM (highest dose often 114 µM), for inactives: at the top dose activity change, negative = inhibition, usual class: inhibitors; 1.3% of 340,000 active; AID 485314; note: % is set by controls: 0 for no effect and ±100 for the full control effect
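Curves were derived by four-parameter Hill fits of normalized qHTS data. The kinetic fluorescent primer-extension read was taken at 0 and 10 min after 50 nM substrate, following a 15 min room-temperature preincubation of 10 nM enzyme with compounds.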
Pol kappa inh = inhibitors of human DNA polymerase kappa; Q9UBT6; purified Pol kappa, fluorescent DNA synthesis assay, 10 min; Potency, µM (doses to about 107 µM), for inactives: top-dose activity, negative = inhibition, most hits filed as inhibitors; 0.53% of 400,000 active; note: % is set by controls: 0 for no effect and ±100 for the full control effect
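10 nM Pol kappa preincubated 15 min at room temperature with compounds, then reaction started with substrate at 50 nM final. Fluorescence read kinetically at 0 and 10 min; buffer-only wells served as negative control.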
Apoferritin bind = candidate novel general anesthetic via apoferritin binding. 0.074% of 350,000 active. P02791. apoferritin/1-aminoanthracene competitive binding, fluorescence. Potency, µM (top dose mostly 77.5 µM), without a hit: at the top dose activity change, negative = displacement, most hits filed as inhibitors; note: % is set by controls: 0 for no effect and ±100 for the full control effect; nearly all actives have a fitted effect of over 20% in size
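10 uM apoferritin + 50% sat. 1-AMA, PBS; cpd 10 min RT; Ex380/Em535 endpoint; normalized to free probe vs complex; 4-param Hill fit; propofol titration as pos. ctrl.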
G9a inh = inhibitors of human histone lysine methyltransferase G9a. Potency, µM (doses to about 102 µM), for the others: at the top dose activity, negative = inhibition, usual class: inhibitors. G9a H3K9 monomethylation, AlphaScreen, 2 h. Q96KQ7. 8.8% of 350,000 active; note: % is set by controls: 0 for no effect and ±100 for the full control effect; nearly all actives have a fitted effect of over 75% in size
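G9a (20 nM) preincubated 15 min RT with compounds, then 500 nM biotinylated H3K9 peptide and 20 uM SAM added; 2 h RT reaction. Monomethyl-H3K9 product detected by AlphaScreen with anti-H3K9me1 antibody, streptavidin donor and anti-rabbit IgG acceptor beads.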
Pol eta inh = blocks human DNA polymerase eta activity; recombinant Pol eta, fluorescent DNA replication assay; Q9Y253; Potency, µM (titrated, usually from 114 µM), for the others: top-dose activity change, negative = inhibition, hits mostly inhibitors; 1.2% of 390,000 active; note: % is set by controls: 0 for no effect and ±100 for the full control effect
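Pol eta at 10 nM preincubated with compounds 15 min at room temperature; reaction started with fluorescent substrate (50 nM final) and read kinetically at 0 and 10 min.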
Numbers without * were called inactive; u = inconclusive; x = no result given; & = joins results of further samples; [ ] = dose if it differs, or a comment. Calls come from the whole dose curve; as a rule, active = well fitted curve in the direction sought with a large enough effect; inconclusive = small, poorly fitted or top-dose-only effect, or another doubt; inactive = no such curve, though single readings can be large; an effect the other way counts as inactive or inconclusive. Potency is the fitted concentration of half-maximal effect. These rows are one share of the data, so the mix of outcomes need not match the whole.

SMILES | BAZ2B block | APE1 inh | BLM helicase inh | POLI inh | POLB inh | Pol kappa inh | Apoferritin bind | G9a inh | Pol eta inh
Nc1nnc(Cc2ccc(Cl)cc2Cl)s1 | 3.0% | -3.6% | -0.2% | -4.4% | 38.6% | 0.1% | u | 1.7%[59 µM] | -13.9%
COc1cc2c(cc1OC)CN(c1ccc([N+](=O)[O-])cc1Cl)CC2 | u | 0.0% | -11.6% | -0.6% | 12.1% | -8.5% | -19.2% | u | -11.8%
CC12COC3(C(=O)Nc4ccc(F)cc4)CC1CCC32C (centres undefined) | 2.5% | -2.9% | -1.8% | 6.6% | 22.3% | -7.0% | u | 9.3%[59 µM] | -7.4%
Cc1ccc(NC(=O)c2ccc(CN3CC(=O)N4CCCCC4C3=O)cc2)c(C)c1 (centres undefined) | u | 14.1% | 0.6%&0.7% | -6.1%&6.7% | -2.9%&4.4% | -3.8%&-3.7% | -7.4%&-9.9% | 22.3%[12.7 µM] | -11.1%&-11.9%
COCCNC(=S)N1CCc2cc(OC)c(OC)cc2C1COc1ccc(F)cc1 (centres undefined) | -2.8% | -9.1% | -5.9% | -7.5% | 0.9% | -9.5% | -1.5% | 3.0% | -18.1%
COc1ccc(-c2noc(CNC(=O)c3ccc(OC)cc3OC)n2)cc1 | -19.6% | x | -0.3% | 31.9%[activator] | 12.7% | 15.6% | 2.9% | -20.2%[59 µM] | -14.1%
COc1ccc(OC)c(-c2nc(C(=O)NCC3CCCO3)cc3c2[nH]c2ccccc23)c1 (centres undefined) | u | -10.4% | -6.2% | 5.1% | 4.8% | -8.7% | 43.6%[activator] | x | -7.8%
O=C(NC1(O)C(=O)c2ccccc2C1=O)c1ccc(C(F)(F)F)cc1 | -17.4% | 0.3% | u | 1.78µM* | 34.4% | -15.1% | 3.5% | x | 44.7µM*
CCN(c1ccccc1)S(=O)(=O)c1ccc(Cl)c(C(=O)OCC(=O)c2[nH]c(C)c(C(C)=O)c2C)c1 | -0.2% | 0.9% | -8.5% | 20.6% | -10.4% | -16.2% | u | -5.0%[59 µM] | -16.1%
CC(C)C(NC(=O)c1ccc(Cl)cc1)C(=O)O (centres undefined) | 5.3% | 0.5% | -3.5% | 12.4% | 2.1% | -13.0% | -5.6% | 3.4%[59 µM] | 8.3%
CCOc1cccc2sc(N3CCN(C(=O)c4ccc5c(c4)CCCC5)CC3)nc12 | -22.7% | x | -10.1% | 21.1% | -2.9% | -3.1%[60.1 µM] | 62.1%[activator] | u | 3.7%
O=C(Cn1nc(-c2ccc(Cl)cc2)c2ccccc2c1=O)NN1CCOCC1 | -2.8% | 19.9% | -1.0% | 12.5%[58.9 µM] | 32.1% | -9.0% | -10.3% | -8.2% | -1.5%
CC/C(=N\NC(=O)c1c(-c2ccccc2)noc1C)c1ccc(C)o1 | -34.8% | 12.7% | -9.4% | 20.2% | 11.7% | 14.3% | -14.2% | -5.2%[59 µM] | -9.3%
COc1cc(-c2nc3ccc(C)cn3c2Nc2ccc(Cl)cc2)ccc1O | -31.7% | x | -13.6% | -0.4% | 13.6% | -7.3% | -7.5% | u | -22.5%
Cn1cnnc1SCCC(=O)Nc1ccc(Cl)cc1 | -1.7% | -1.8% | 2.6% | 22.7% | 8.5% | -20.5% | 0.6% | -6.4%[59 µM] | -24.7%
COc1ccc(CNC(=O)C(C)N2C(=O)COc3ccc(C)cc32)c(OC)c1 (centres undefined) | -12.1% | -0.7% | 1.7% | -15.7% | 24.4% | -6.4% | 0.1% | -0.6% | -10.7%
CCOC(=O)c1ccc(Nc2ccc([N+](=O)[O-])cn2)cc1 | -5.8% | 2.6% | -3.0% | 24.7% | 1.7% | -3.5% | -3.0% | 13.5%[59 µM] | -2.0%
CC1=C(C)CC(C(=O)NCc2ccccn2)C(C(=O)O)C1 (centres undefined) | -27.9% | -3.3% | -2.3% | 12.5% | 12.3% | 5.1% | -11.9% | -1.3%[59 µM] | -1.3%
O=C(COc1ccccc1)N=C1SC2CS(=O)(=O)CC2N1CCc1ccccc1 (centres undefined) | -14.7%[57.1 µM] | 40.4% | -1.6% | 32.1%[activator] | -1.1% | 1.6% | -6.1% | 24.6% | -13.8%
COCCn1c(=O)c(-c2ccccc2)nc2cnc(OC)nc21 | x | -2.7% | 6.7% | x | x | 0.4%[60.1 µM] | x | -7.0%[0.501 µM] | x
CC12CCC(C(=O)N(CCCN3CCN(Cc4ccccc4)CC3)C1=O)C2(C)C (centres undefined) | 50.1µM* | -3.7% | 0.2% | 59.6%[activator] | 18.0% | -2.2% | -10.9% | u | -15.5%
CCOC(=O)CSc1nc2ccc(Nc3nc(N4CCOCC4)nc(N4CCOCC4)n3)cc2s1 | 12.4% | 2.3% | -10.7% | 9.0% | -1.9% | 0.0% | -1.7% | u | -14.1%
CCCCC(=O)NCCNc1nc2c(c(=O)n(C)c(=O)n2C)n1Cc1ccccc1 | 3.5% | 11.3% | -0.4% | -7.4% | 17.2% | -2.7% | -12.3% | 0.3%[12.7 µM] | 4.3%
COc1cc(C(=O)Nc2nnc(C)s2)cc(OC)c1OC | 7.1% | -3.4% | 2.1% | 0.0% | -2.2% | -14.4% | -2.8% | -29.9% | -3.1%
O=C(O)c1[nH]c2ccccc2c1NS(=O)(=O)c1ccc(F)cc1 | u | -13.0% | -2.5% | 15.9% | u | -4.1% | -0.3% | 70.8µM* | 3.8%
Cc1cc(NC(=O)CCC(=O)N(c2ccccc2)C(C(=O)NC2CCCC2)c2ccccc2F)no1 (centres undefined) | 1.2% | 38.6% | -9.4% | -13.7% | -1.5% | -1.5% | 3.7% | 3.5% | -12.6%
NNc1nnnc2c1sc1nc(N3CCOCC3)c3c(c12)CCCC3 | -23.2% | -6.4% | -1.8% | u | 10.0% | 0.1% | -8.9% | -47.5% | -16.4%
O=C(NCCO)/C(=C\c1ccc([N+](=O)[O-])o1)NC(=O)c1ccccc1 | -19.4% | -5.3% | -1.1% | -11.7% | u | -1.5% | -13.2% | u | 11.6%
COc1ccc(N2CCCCn3c2nc2c3c(=O)n(C)c(=O)n2C)cc1 | -8.7% | 3.6% | 0.9% | 19.6% | 5.7% | -13.8% | -13.2% | -23.9% | 5.1%
CCOC(=O)C(C)N1N=C(/C=C/c2ccc(C)cc2)CCC1=O (centres undefined) | 3.3% | 5.7% | -7.4% | 4.9% | 9.8% | -3.9% | -22.8% | 4.7%[59 µM] | -17.6%

An excerpt of the results above, as a working copy:
SMILES | BAZ2B block | APE1 inh | BLM helicase inh | POLI inh | POLB inh | Pol kappa inh | Apoferritin bind | G9a inh | Pol eta inh
O=C(NCCO)/C(=C\c1ccc([N+](=O)[O-])o1)NC(=O)c1ccccc1 | -19.4% | -5.3% | -1.1% | -11.7% | u | -1.5% | -13.2% | u | 11.6%
COc1ccc(N2CCCCn3c2nc2c3c(=O)n(C)c(=O)n2C)cc1 | -8.7% | 3.6% | 0.9% | 19.6% | 5.7% | -13.8% | -13.2% | -23.9% | 5.1%
CCOC(=O)C(C)N1N=C(/C=C/c2ccc(C)cc2)CCC1=O (centres undefined) | 3.3% | 5.7% | -7.4% | 4.9% | 9.8% | -3.9% | -22.8% | 4.7%[59 µM] | -17.6%

Continued.
SMILES | BAZ2B block | APE1 inh | BLM helicase inh | POLI inh | POLB inh | Pol kappa inh | Apoferritin bind | G9a inh | Pol eta inh
O=C(NC(=S)Nc1ccc(CN2CCOCC2)cc1)c1cccc(F)c1 | u | -3.0% | -1.5% | -12.6% | -0.1% | -0.6% | -14.7% | x | -9.4%
CSc1cc(C)nc(N(C)C(C)=O)n1 | 4.5% | -4.0% | -2.9% | 5.7% | -0.9% | -16.8% | -8.9% | u | 3.5%
CC(C)Oc1ccc(C(=O)NC2CCS(=O)(=O)C2)cc1 (centres undefined) | 8.3% | -7.0% | -2.3% | -4.8% | u | -4.9% | 1.1% | -3.0%[12.7 µM] | -12.0%
CN(C)c1cccc(C(=O)NCc2ccc3c(c2)OCO3)c1 | u | 7.4% | -1.7% | 11.6% | u | -13.1% | -14.8% | u | 2.5%
O=C(CSc1nnc(NC(=O)c2ccco2)s1)Nc1ccc(F)cc1 | -22.4% | -2.3% | -3.8% | 10.1% | -14.0% | 4.1% | 0.8% | -14.0% | -14.1%
O=C(N/N=C/c1cccc2ccccc12)c1ccc(CN2CCOCC2)cc1 | -16.6% | 12.7% | -5.8% | 7.4% | 23.0% | 9.7% | -20.1% | -7.8% | -15.3%
O=C(NCc1ccco1)C1CCN(C(=O)Cc2ccccc2)CC1 | -3.8% | 3.0% | -1.3% | 1.6% | 1.3% | -3.4% | -2.4% | 3.6%[12.7 µM] | 4.3%
CC(C)(C)c1ccc(C(=O)NNC(=S)NC(=O)c2cccnc2)cc1 | 3.9% | 9.7% | -6.0% | 93.0%[activator] | -5.9% | 2.5% | -16.0% | 10µM* | -22.7%
Cc1ccc(CNC(=O)CN2CCC(C(N)=O)CC2)cc1 | -0.3% | 0.5% | 2.4% | 0.5% | 3.4% | -8.0% | 0.8% | u | -2.1%
COc1ccc(/C=N/Nc2ccc(C(F)(F)F)cc2[N+](=O)[O-])cc1O | u | 2.1% | -8.4% | 172.5%[activator] | -6.3% | -8.3% | -5.7% | u | -9.8%
COC(=O)C1=C(C)N(C)C(=S)NC1c1c(OC)ccc2ccccc12 (centres undefined) | u | 1.4% | -12.3% | 91.2%[activator] | -2.0% | -4.5% | -8.9% | 32.2%[12.7 µM] | -10.5%
CCN1/C(=C/c2cccc[n+]2C)Sc2ccc(OC)cc21 | -33.9% | 13.9% | 49.4%[activator] | u | u | -3.6% | -14.1% | 50.1µM* | -11.5%
COc1ccc(C(=O)NCCCNC(=O)c2cc3ccccc3[nH]2)cc1OC | -4.7% | 1.4% | -3.7% | 15.2% | 2.9% | 9.6% | 4.0% | 18.4% | -3.4%
O=C(Nc1cccc(F)c1)/C(=C/c1ccco1)NC(=O)c1ccco1 | -29.9% | 26.8% | -1.9% | 14.2% | -23.2% | -21.3% | -18.2% | 28.2µM* | 6.6%
